Source: PubChem (several laboratories)
PHOSPHO1 block – PubChem AID 1565; inhibition, % at 13.3 µM; hit rate 1.1% among 290,000; recombinant PHOSPHO1, absorbance phosphatase assay; Phosphoethanolamine/phosphocholine phosphatase (Homo sapiens), Q8TCT1; in the data active = inhibition above about 60%
Target sequence (Q8TCT1 whole entry, looked up): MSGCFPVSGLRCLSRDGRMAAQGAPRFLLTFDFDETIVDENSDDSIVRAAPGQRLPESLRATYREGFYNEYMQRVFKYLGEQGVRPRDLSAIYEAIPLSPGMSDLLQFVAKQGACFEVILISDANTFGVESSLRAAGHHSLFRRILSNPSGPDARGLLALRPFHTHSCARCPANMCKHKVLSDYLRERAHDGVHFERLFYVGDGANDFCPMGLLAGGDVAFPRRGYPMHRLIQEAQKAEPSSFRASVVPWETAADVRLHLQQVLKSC
GPR7 antag – GPR7 receptor antagonists, primary screen, cell-based, fluorescence, single concentration; Neuropeptides B/W receptor type 1 (Homo sapiens), P48145; GPR7-expressing cells, fluorescence antagonist assay; inhibition, % at 4.4 µM; hit rate 1.1% among 290,000; AID 1861, 2009; in the data active = inhibition above about 16%, passing the limit was not always enough;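 also: cells stimulated with the agonist NPW; 0% = agonist with vehicle and 100% = vehicle without agonist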
Target sequence (P48145 whole entry, looked up): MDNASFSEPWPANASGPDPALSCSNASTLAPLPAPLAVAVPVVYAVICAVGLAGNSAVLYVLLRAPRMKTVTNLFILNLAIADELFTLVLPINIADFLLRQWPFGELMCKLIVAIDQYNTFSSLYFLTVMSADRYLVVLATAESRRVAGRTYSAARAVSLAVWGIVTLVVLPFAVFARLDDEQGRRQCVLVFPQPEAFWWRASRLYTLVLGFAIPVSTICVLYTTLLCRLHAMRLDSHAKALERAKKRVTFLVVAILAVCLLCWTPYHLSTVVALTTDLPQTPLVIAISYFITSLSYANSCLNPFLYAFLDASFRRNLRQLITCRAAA
NALP1 yeast inh – NALP1 inflammasome inhibitors in reconstituted yeast, colorimetric, S. cerevisiae, triplicate retest. inhibition, % at 10 µM. S. cerevisiae NALP1/ASC/caspase-1 growth, X-gal OD620, 72 h. hit rate 0.61% among 280,000; in the data active = inhibition mostly above about 24%, no sharp cut-off; inactive = mostly below about 32%; also: some compounds called inactive have numbers as strong as hits
M18AAP inhibitor – PfM18AAP inhibitors, malaria aminopeptidase, primary screen, biochemical, QFRET, recombinant enzyme; M18 aspartyl aminopeptidase (Plasmodium falciparum 3D7); hit rate 1.2% among 290,000; inhibition, % at 7.35 µM; H-Glu-NHMec fluorogenic cleavage;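 active = inhibition above the campaign mean inhibition over all tested compounds plus 3 SD, cut at about 28% in these data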;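 also: 0% = plate median of test compound wells and 100% = 2 mM ZnCl2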
IMP-1 inh – IMP-1 metallo-beta-lactamase inhibitors, primary screen, biochemical, epi-absorbance readout, Pseudomonas aeruginosa enzyme; purified IMP-1, nitrocefin hydrolysis, epi-absorbance fluorescence; metallo-beta-lactamase IMP-1 (Pseudomonas aeruginosa); hit rate 0.45% among 290,000; inhibition, % at 5.6 µM;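 active = inhibition above the mean plus 3 SD of all compounds in the same screening run, cut at about 4.5% in these data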;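 also: 0% = IMP-1 with DMSO and 100% = DMSO wells lacking enzyme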
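assay system = purified recombinant IMP-1 metallo-beta-lactamase enzyme | schedule = 15 min preincubation plus 25 min reaction at 25 °C | signal = Epi-absorbance fluorescence, 480 nm excitation, 530 nm emission | read-out basis = percent inhibition from optical density relative to buffer-blank wells | controls = IMP-1 with DMSO as 0%, enzyme-free DMSO as 100%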
IDE cell activ – human IDE activators in live cells, primary screen, fluorescence polarization, HEK cells, FAbeta-B substrate. Insulin-degrading enzyme (Homo sapiens), P14735. FAbeta-B cleavage; 0% vehicle, 100% cell-free pure enzyme wells. activation, % at 5.96 µM. hit rate 0.073% among 340,000. AID 493087, 2011;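 active = activation above the mean of all tested compounds plus 3 SD, set per screening campaign, cut at about 17% in these data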
pCIP destab – p/CIP-EGFP fusion destabilizers, primary screen, fluorescence, F442A cells; Q05BA5; hit rate 0.01% among 290,000; decrease of EGFP signal, % at 10 µM; 16 h;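 active = EGFP signal decrease of at least 30% at 10 µM or well 3 SD below plate mean, unless failing retest; inactive = the rest, including hits failing retest or dose response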; also: some compounds called inactive have numbers as strong as hits; many of its hits are not listed in these tables
IDE cell inh – human IDE inhibitors in live cells, primary screen, fluorescence polarization, HEK cells, FAbetaB substrate. AID 434962, 2010. FAbetaB cleavage. inhibition, % at 5.59 µM. Insulin-degrading enzyme (Homo sapiens), P14735. hit rate 0.41% among 320,000;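 active = percent inhibition above the average of all tested compounds plus 3 SD, set per screening campaign, cut at about 16% in these data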;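 also: IDE supplied by intact live HEK cells; FP after avidin binding of uncleaved biotin substrate so inhibition keeps polarization high; 0% = DMSO wells and 100% = 60 µM reference IDE inhibitor Ii1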
VIM-2 inhibitor – VIM-2 metallo-beta-lactamase inhibitors, primary screen, biochemical, epi-absorbance readout, Pseudomonas aeruginosa enzyme; purified VIM-2, nitrocefin hydrolysis, epi-absorbance fluorescence; inhibition, % at 5.6 µM; hit rate 0.89% among 290,000; AID 1527, 2009;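 active = inhibition above the mean of all tested compounds plus 3 SD, cutoff set per screening run, cut at about 7.5% in these data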;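 also: red hydrolysis product quenches plate fluorescence so inhibitors raise well fluorescence; 0% = enzyme with DMSO and 100% = DMSO without enzyme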
The depositor's hits bear a star. The order is random; 5.3% or so of the library scored in one or more.

1: Cc1cc(C)c(COCc2cc(/C=N/O)c(C)cc2C)cc1/C=N/O
2: CCOC(=O)c1sc2nc(CSc3ccccc3)nc(N3CCCN(C)CC3)c2c1C
3: COCCCNC(=S)N/N=C/c1ccc(N(C)C)cc1
4: O=C(CNC(=O)c1ccco1)N/N=C/c1ccccc1[N+](=O)[O-]
5: CCN(CC)CC1(O)CCN(C(=O)c2ccc(Cl)c(Cl)c2)CC1

Screen / compound no.	1	2	3	4	5
PHOSPHO1 block	11	20	-1	-13	27
GPR7 antag	-5	8	-4	-9	-9
NALP1 yeast inh	14	12	8	5	4
M18AAP inhibitor	-4	2	3	0	0
IMP-1 inh	-1.0	-1.5	-4.5	-3.1	-3.7
IDE cell activ	1	2	2	6	3
pCIP destab	0	12	-1	-4	-2
IDE cell inh	5	-9	1	-1	0
VIM-2 inhibitor	-0.8	1.6	-6.2	-2.8	-2.7

6: O=C(COC(=O)CCSc1ccccc1)Nc1cc(F)ccc1F
7: COC(=O)c1ccc(N2C(=O)CC(N3CCC(O)(c4ccc(Br)cc4)CC3)C2=O)cc1 (configuration not stated)
8: O=[N+]([O-])c1ccc(F)c(N=Cc2ccc(Br)s2)c1
9: Cc1ccc(CNc2nc3ccccc3n2C)cc1
10: Cc1cc(CNC(=O)c2cc(COc3ccc(F)c(F)c3)on2)nn1C

Screen / compound no.	6	7	8	9	10
PHOSPHO1 block	28	15	3	40	33
GPR7 antag	2	-2	-6	-13	-13
NALP1 yeast inh	4	4	30	24	5
M18AAP inhibitor	-2	-23	-13	1	-6
IMP-1 inh	-2.5	1.3	-1.3	-5.0	-1.1
IDE cell activ	8	2	0	5	3
pCIP destab	14	0	-4	3	-20
IDE cell inh	3	-1	3	-1	-5
VIM-2 inhibitor	-2.2	-2.7	-1.6	-1.8	-0.4

11: CC(C)(C)C1C/C(=C/c2ccco2)C(=O)/C(=C/c2ccco2)C1 (configuration not stated)
12: CCS(=O)(=O)c1nc(NC(C)=O)n[nH]1
13: c1ccc(Cn2nnnc2C(c2ccccn2)N2CCN(c3ccccc3)CC2)cc1 (configuration not stated)
14: C/C(Nc1ccc(F)cc1)=C(/C#N)C(N)=O
15: O=[N+]([O-])c1cccc(-c2nc(-c3ccccn3)no2)c1

Screen / compound no.	11	12	13	14	15
PHOSPHO1 block	-2	2	8	-2	16
GPR7 antag	-4	0	-12	5	-9
NALP1 yeast inh	34	27	0	17	16
M18AAP inhibitor	22	-5	5	6	-2
IMP-1 inh	0.1	-2.0	-2.6	-2.5	-0.1
IDE cell activ	-1	5	4	0	2
pCIP destab	-14	-3	0	9	-2
IDE cell inh	5	1	-1	1	0
VIM-2 inhibitor	-3.2	-2.7	-4.6	-3.9	-1.0

Reprinted from the listing (11 entries):
3: COCCCNC(=S)N/N=C/c1ccc(N(C)C)cc1
4: O=C(CNC(=O)c1ccco1)N/N=C/c1ccccc1[N+](=O)[O-]
5: CCN(CC)CC1(O)CCN(C(=O)c2ccc(Cl)c(Cl)c2)CC1
6: O=C(COC(=O)CCSc1ccccc1)Nc1cc(F)ccc1F
7: COC(=O)c1ccc(N2C(=O)CC(N3CCC(O)(c4ccc(Br)cc4)CC3)C2=O)cc1 (configuration not stated)
8: O=[N+]([O-])c1ccc(F)c(N=Cc2ccc(Br)s2)c1
9: Cc1ccc(CNc2nc3ccccc3n2C)cc1

Screen / compound no.	3	4	5	6	7	8	9
PHOSPHO1 block	-1	-13	27	28	15	3	40
GPR7 antag	-4	-9	-9	2	-2	-6	-13
NALP1 yeast inh	8	5	4	4	4	30	24
M18AAP inhibitor	3	0	0	-2	-23	-13	1
IMP-1 inh	-4.5	-3.1	-3.7	-2.5	1.3	-1.3	-5.0
IDE cell activ	2	6	3	8	2	0	5
pCIP destab	-1	-4	-2	14	0	-4	3
IDE cell inh	1	-1	0	3	-1	3	-1
VIM-2 inhibitor	-6.2	-2.8	-2.7	-2.2	-2.7	-1.6	-1.8

10: Cc1cc(CNC(=O)c2cc(COc3ccc(F)c(F)c3)on2)nn1C
11: CC(C)(C)C1C/C(=C/c2ccco2)C(=O)/C(=C/c2ccco2)C1 (configuration not stated)
12: CCS(=O)(=O)c1nc(NC(C)=O)n[nH]1
13: c1ccc(Cn2nnnc2C(c2ccccn2)N2CCN(c3ccccc3)CC2)cc1 (configuration not stated)

Screen / compound no.	10	11	12	13
PHOSPHO1 block	33	-2	2	8
GPR7 antag	-13	-4	0	-12
NALP1 yeast inh	5	34	27	0
M18AAP inhibitor	-6	22	-5	5
IMP-1 inh	-1.1	0.1	-2.0	-2.6
IDE cell activ	3	-1	5	4
pCIP destab	-20	-14	-3	0
IDE cell inh	-5	5	1	-1
VIM-2 inhibitor	-0.4	-3.2	-2.7	-4.6

Carrying on:
16: Cc1ccc(-c2csc(N(Cc3ccccc3)C(=O)COc3ccccc3)n2)cc1
17: O=C(CCCNS(=O)(=O)c1ccc(Br)cc1)N1CC[C@@]2(O)CCCC[C@H]2C1
18: CC1CCCN(S(=O)(=O)c2cnc[nH]2)C1 (configuration not stated)
19: Cc1ccc2c(c1)N(C(=O)CCC(=O)N1CCN(c3ccccn3)CC1)CC(C)O2 (configuration not stated)
20: Cc1cc(N2CCCC2)ccc1NC(=O)COc1cccc(C(F)(F)F)c1

Screen / compound no.	16	17	18	19	20
PHOSPHO1 block	4	13	17	44	-7
GPR7 antag	-1	-15	-7	31*	-2
NALP1 yeast inh	2	13	9	19	24
M18AAP inhibitor	0	3	-7	10	19
IMP-1 inh	-0.5	-1.6	-0.4	0.2	-1.9
IDE cell activ	2	3	-1	2	1
pCIP destab	5	-2	-5	0	-15
IDE cell inh	4	0	-2	-4	-5
VIM-2 inhibitor	0.2	-1.8	-1.4	-0.4	0.8

21: N#C/C(=C(/O)Cc1cccc2ccccc12)c1nc2ccccc2s1
22: C=CCNCc1cc(=O)n2c(-c3ccccc3)csc2n1
23: CCOc1cccc(NC(=O)Cc2cccs2)c1
24: Cc1cc2c3c(c1C)C1(C(=O)N3C(C)(C)CC2C)C(C#N)=C(N)Oc2cc(O)ccc21 (configuration not stated)
25: COc1cc(/C=C2/SC(=S)N(CC3CCCO3)C2=O)ccc1O (configuration not stated)
26: COc1cccc(CNC(=O)CN(C)S(=O)(=O)c2cccc3cccnc23)c1
27: COCCCNC(=S)N1CCN(c2nc(-c3cccc(OC)c3)cs2)CC1
28: CNc1nc(-c2c(C)[nH]c3ccc(OC)cc23)cs1

Screen / compound no.	21	22	23	24	25	26	27	28
PHOSPHO1 block	18	16	-30	15	3	-12	29	42
GPR7 antag	2	-4	2	3	6	-8	42*	-3
NALP1 yeast inh	14	7	-11	-14	25	-33	1	-16
M18AAP inhibitor	2	3	-7	8	25	-5	2	12
IMP-1 inh	-4.0	-4.0	-1.8	-1.6	0.2	-3.4	2.4	-1.6
IDE cell activ	-1	3	4	2	-95	-4	-5	-1
pCIP destab	-12	-14	-9	-8	-10	5	-6	-7
IDE cell inh	-1	3	4	1	108*	-4	-2	1
VIM-2 inhibitor	-5.8	0.8	1.0	-2.3	-0.9	-3.1	1.0	-2.5

GPR7 antag, what is marked active above.
19: Cc1ccc2c(c1)N(C(=O)CCC(=O)N1CCN(c3ccccn3)CC1)CC(C)O2 (configuration not stated)
27: COCCCNC(=S)N1CCN(c2nc(-c3cccc(OC)c3)cs2)CC1

Screen / compound no.	19	27
PHOSPHO1 block	44	29
GPR7 antag	31*	42*
NALP1 yeast inh	19	1
M18AAP inhibitor	10	2
IMP-1 inh	0.2	2.4
IDE cell activ	2	-5
pCIP destab	0	-6
IDE cell inh	-4	-2
VIM-2 inhibitor	-0.4	1.0
